# NR1D1 modulator – modulators of human Rev-erb alpha DNA binding; P20393; Rev-erbα–FITC-DNA binding, fluorescence polarization, 90 min; activity, % at 10 µM; 370,000 tested, 0.79% active;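 active = activity above about 14%, limit read from the data; passing the limit was not always enough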;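 note: 0% = DMSO wells with 35 nM protein and 100% = DMSO wells with 750 nM protein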
# HTRA1 inh – inhibitors of human serine peptidase HTRA1. recombinant HTRA1, FP-rhodamine activity-based probe, fluorescence polarization. inhibition, % at 5.96 µM. 340,000 tested, 0.5% active; in the data active = inhibition above about 36%;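 note: 0% = enzyme with DMSO and 100% = wells lacking enzyme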
# Target sequence (Q92743 whole entry, looked up): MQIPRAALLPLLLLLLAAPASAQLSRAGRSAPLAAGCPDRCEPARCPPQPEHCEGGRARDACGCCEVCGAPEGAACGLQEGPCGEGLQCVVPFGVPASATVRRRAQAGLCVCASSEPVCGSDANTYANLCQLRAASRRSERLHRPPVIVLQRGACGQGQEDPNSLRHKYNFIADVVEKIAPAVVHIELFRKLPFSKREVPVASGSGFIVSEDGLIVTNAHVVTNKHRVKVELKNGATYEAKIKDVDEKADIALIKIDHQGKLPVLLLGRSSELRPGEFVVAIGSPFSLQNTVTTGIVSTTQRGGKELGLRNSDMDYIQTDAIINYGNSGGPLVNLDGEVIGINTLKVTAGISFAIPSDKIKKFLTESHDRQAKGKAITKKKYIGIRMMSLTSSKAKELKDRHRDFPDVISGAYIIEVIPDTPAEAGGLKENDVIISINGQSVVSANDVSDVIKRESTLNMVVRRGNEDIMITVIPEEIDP
# TCR CD3 inh – human TCR-CD3 binding inhibition; 360,000 tested, 0.37% active; TAMRA-labeled TCR probe fluorescence, biochemical; inhibition, % at 9.4 µM; in the data active = inhibition above about 19%;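 note: recombinant mutant TCR 2C K166C tagged with TAMRA read by polarization; 0% = receptor in buffer alone and 100% = receptor with positive control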
# rCAG binder – binds r(CAG) RNA repeats; 370,000 tested, 1.3% active; inhibition, % at 3 µM; r(CAG) RNA repeat, TO-PRO-1 dye displacement fluorescence;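 active = inhibition above the plate cutoff, the mean of all test compounds on that plate plus 3 SD, cut at about 35% in these data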;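 note: 0% = DMSO alone and 100% = 100 µM mitoxantrone as full dye displacement; higher means more dye released from RNA so lower well fluorescence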
# LEDGF integ inh – blocks HIV-1 LEDGF/p75-dependent DNA integration. TR-FRET IN-LEDGF/p75 DNA integration, Eu/Cy5. inhibition, % at 3.7 µM. 370,000 tested, 0.64% active. AID 743269;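 active = inhibition above the screen-wide mean plus 3 SD, cut at about 13% in these data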;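 note: signal is the Cy5 over europium emission ratio at 671 and 618 nm; 0% = plate median of compound wells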
# MBD2 DNA inh – MBD2-methylated oligo binding inhibition | Q9UBB5 | 370,000 tested, 0.31% active | inhibition, % at 4.4 µM | AID 686964 | TR-FRET, MBD2 binding to methylated oligonucleotide; in the data active = inhibition above about 13%
# Target sequence (Q9UBB5 whole entry, looked up): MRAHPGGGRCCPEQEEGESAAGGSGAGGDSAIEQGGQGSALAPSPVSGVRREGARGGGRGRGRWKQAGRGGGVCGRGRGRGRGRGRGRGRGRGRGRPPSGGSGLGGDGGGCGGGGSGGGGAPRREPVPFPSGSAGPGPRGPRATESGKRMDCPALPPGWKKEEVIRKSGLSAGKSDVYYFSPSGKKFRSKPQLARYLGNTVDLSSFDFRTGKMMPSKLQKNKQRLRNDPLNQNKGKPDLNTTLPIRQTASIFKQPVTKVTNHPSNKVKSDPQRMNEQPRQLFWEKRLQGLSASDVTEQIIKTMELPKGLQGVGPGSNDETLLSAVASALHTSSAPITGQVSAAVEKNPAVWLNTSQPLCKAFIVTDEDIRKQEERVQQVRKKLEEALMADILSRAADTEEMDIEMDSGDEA
# PG9 binder – binds the HIV-1 gp120 antibody PG9 | inhibition, % at 6.7 µM | AID 624416 | 360,000 tested, 0.43% active | TR-FRET gp120-PG9 antibody binding; in the data active = inhibition above about 8.5%
# mABHD4 FP – ABHD4 (mouse) inhibition, primary FP screen | Q8VD66 | purified mABHD4, FP-Rh probe fluorescence polarization | inhibition, % at 8.92 µM | 370,000 tested, 0.54% active | AID 720543;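 active = inhibition exceeding the mean over every tested compound plus 3 SD, cut at about 30% in these data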;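 note: 0% = plate median of compound wells and 100% = S159A mutant with DMSO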
#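 System: mouse ABHD4 enzyme, wild type / Medium: HEPES pH 7.0, NaCl, Pluronic buffer / Reagent: FP-Rh activity-based fluorescent probe / Control set: S159A mutant high control, sample median low control / Detection: fluorescence polarization with parallel and perpendicular emission, 525/598 nm / Schedule: 45 min + 60 min at 25 °C / Compound dosing: 8.92 µM, single dose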
# UHRF1 MBD2 ctr – UHRF1 methyl-DNA binding inhibition; UHRF1 binding to methylated oligo, TR-FRET; AID 687016; inhibition, % at 4.4 µM; 370,000 tested, 0.75% active; Q96T88; in the data active = inhibition above about 21%;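 note: UHRF1 SRA domain binding a hemimethylated CpG hairpin DNA probe; 0% = median of test compound wells and 100% = reference inhibitor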
# PRMT1 inh – inhibitors of human PRMT1 | Q99873 | recombinant PRMT1, activity-based probe fluorescence polarization | inhibition, % at 2.79 µM | 370,000 tested, 1.3% active;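 active = inhibition above about 21% made by adding two undisclosed values, limit read from the data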
# * hit, by the source's call; · = not tested or not shown. A portion of the library, so the mix of outcomes need not match the whole.
no.	Compound	MBD2 DNA inh	LEDGF integ inh	UHRF1 MBD2 ctr	HTRA1 inh	TCR CD3 inh	PG9 binder	mABHD4 FP	PRMT1 inh	rCAG binder	NR1D1 modulator
1	Cc1[nH]c2ccccc2c1/C=N/NC(=O)c1cc(-c2cccs2)[nH]n1	1	2	-3	-1	0	-4.2	19	-1	30	5
2	Cc1ccc(C(=O)NNC(=O)C2CCN(S(=O)(=O)c3ccc(C)cc3)CC2)cc1	-5	10	1	1	-5	-2.9	-16	-4	3	3
3	O=C(c1ccccc1)n1ccc2ccc(-c3ccc4ccn(C(=O)c5ccccc5)c4c3)cc21	-1	5	-1	·	·	·	-8	-1	9	-3
4	O=C(Cc1ccc(Cl)cc1)Nc1ccc(NC(=O)c2ccccc2)cc1	-6	1	-2	-5	2	-2.2	6	-1	0	-15
5	CSc1ccc(S(=O)(=O)N2CCCC2)cc1	1	1	2	1	2	-0.2	0	-4	0	-1
6	O=C1CSc2ccc(S(=O)(=O)N3CCN(c4ccccc4)CC3)cc2N1	-6	-4	1	2	8	0.3	7	-4	6	-3
7	O=C(COC(=O)c1cc(Cl)nc(Cl)c1)NCCc1ccc(F)cc1	-7	-1	1	-12	1	0.2	1	7	-2	-6
8	O=C(Nc1ccccc1)c1ccc(-c2ccccc2)s1	-4	-1	-2	-18	3	-3.4	-3	-3	6	8
9	CN(C)c1cccc(N(C)C)c1CNC(=O)C(C)(C)C	3	3	6	·	-7	-0.1	0	-3	-5	2
10	CCC(=O)Nc1ccc(C(=O)NCc2ccccn2)cc1	1	-6	6	-1	-1	-1.5	-2	0	4	1
11	O=C(CSc1nc(=O)n2ccccc2n1)Nc1ccc2c(c1)OCCO2	7	-6	2	4	-6	-2.2	-8	2	-3	-1
12	COc1ccc(NC(=O)c2cc(C)no2)cc1OC	3	-1	-1	6	2	0.0	-5	1	-2	-7
13	CC(=O)Nc1ccc(C)cc1NC(C)=O	-7	2	-2	5	0	-0.7	7	-1	-2	5
14	Cc1ccc(NC(=O)CN(CCc2ccccc2)S(C)(=O)=O)cc1	2	1	2	-2	1	0.8	4	0	3	4
15	Cc1c(C)n(C)c2ccc(C(=O)NCCCN3CCN(C)CC3)cc12	1	1	0	5	-3	-3.9	1	2	-3	-4
16	CCC(C)(C)NC(=O)C(c1ccncc1)N(Cc1cccs1)C(=O)Cn1nnc2ccccc21 (stereo not drawn)	-7	-1	2	-4	5	0.4	4	0	1	-1
17	Cc1ccc(O)c(CC(C)C)n1	-1	-3	-2	-4	2	0.4	1	1	3	-2
18	CCCc1oc(C(=O)O)cc1CN1CCOCC1	-1	-4	1	1	-2	1.2	-4	0	-3	2
19	O=c1[nH]c(-c2cccnc2)nc2sc(-c3ccccc3)cc12	3	-2	4	7	-8	1.6	-1	2	3	-25
20	COC(=O)c1cccc(NC(=O)Nc2ccccc2OC)c1	1	-1	-1	-15	0	0.8	-6	1	4	-2
21	CCOC(=O)c1nc2ccccc2nc1C	-1	-1	8	4	-2	-2.3	-1	-1	1	0
22	CCOC(=O)N1CCC(N(CCCOC)C(=O)Nc2cccc(OC)c2)CC1	-2	0	0	4	5	-1.0	3	-4	-10	4
23	COC(=O)C1=C(NC(=O)c2ccc(C)cc2)CCS1	-2	0	-3	-2	4	-3.8	2	2	-1	14
24	COc1cc2cnc(CCO[C@H]3CCCCO3)cc2cc1OC	3	1	0	-15	-8	0.7	0	-3	-3	-1
25	COc1ccc([N+](=O)[O-])cc1NCc1c(F)cccc1F	2	-3	-2	0	3	-0.2	-4	0	0	-1
26	CC(OC(=O)c1cc(=O)[nH]c2ccccc12)C(=O)NC1CCCC1 (stereo not drawn)	-6	-1	1	10	-2	-0.3	-1	1	0	-7
27	O=C(CN1CCCCCC1=O)OCc1ncc(-c2ccccc2)o1	1	-1	-1	5	9	-0.4	0	-3	-9	0
28	O=C1CCCC(O)=C1N=Nc1ccc(Cl)c(Cl)c1	0	-4	-1	12	1	-4.8	15	3	4	4
29	CN1CCC(N(C)S(=O)(=O)c2ccc(NC(=O)COc3ccc(Br)cc3Cl)cc2)CC1	-1	1	-3	-6	-3	2.5	-2	0	-2	-7
30	CCC(=O)N1CCc2cc(S(=O)(=O)N3CCCCC3CC)ccc21 (stereo not drawn)	-7	-2	-1	0	1	-0.4	4	-2	1	-3
31	CC(C)C[C@@H](COc1ccccc1)N1CCN(CCc2ccccc2)CCC1=O	7	0	16	-11	6	-0.5	-1	-3	-12	-2
32	O=C1CCC(=O)N1c1ccccc1OS(=O)(=O)c1ccccc1	3	-1	-4	1	2	1.0	0	-2	-1	-1
33	CC(C)c1ccc(N2C(=O)CC(Sc3ncn[nH]3)C2=O)cc1 (stereo not drawn)	0	-3	4	-9	5	-0.9	-1	61*	8	0
34	O=C(Nc1ccc(C(=O)N2CCCCC2)cc1)C1CCCC1	0	-1	0	-2	7	0.0	-2	0	-2	-1
35	O=C(CN1C(=O)NC2(CCCCC2)C1=O)NCCc1ccc(Cl)cc1Cl	-2	0	3	-5	-1	0.2	3	0	0	3
36	OC1c2cc(Br)ccc2N=C2CCCN21 (stereo not drawn)	0	3	-1	6	6	-1.0	-2	0	1	3
37	O=C(Cc1ccsc1)N1CCN(S(=O)(=O)c2ccccc2F)CC1	4	-4	1	4	-4	1.8	3	2	1	1
38	CC(C)Sc1nc2c([nH]1)c(=N)ncn2Cc1ccccc1	1	-4	-2	0	-4	1.4	-3	1	1	0
39	COc1ccc2[nH]c3c(=O)n(CCCC(=O)NC4CCC(C)CC4)c(=S)[nH]c3c2c1 (stereo not drawn)	-2	1	-4	0	6	-1.7	9	0	4	-5
40	CC(=O)c1ccc(C2CC(OCCF)=CC(=O)O2)cc1 (stereo not drawn)	-2	5	-3	·	1	-1.2	3	-3	4	0
41	CC(=O)Nc1c(Cl)c(Cl)c2c(c1Cl)Cc1cc(Cl)ccc1-2	-5	1	0	1	1	-2.8	1	1	4	7
42	CCOC(=O)C1=C(O)C(Nc2nccs2)(C(F)(F)F)N=C1C (stereo not drawn)	-5	-2	9	5	3	-1.7	8	0	1	5
43	CNC(=O)Nc1cc(C(C)(C)C)no1	3	-5	2	-4	-1	0.0	6	3	-2	-7
44	CCn1c(C)c(C(C)=O)c(N2CCN(c3ccc(F)cc3)CC2)nc1=S	7	7	2	10	3	2.3	1	14	6	6
45	Cc1ccc(-n2nnnc2CCl)cc1	-3	-2	2	2	-12	2.6	1	7	-1	4
46	CC1CSC(N(C(=O)c2ccc(S(C)(=O)=O)cc2)c2ccc(Cl)cc2)=N1 (stereo not drawn)	5	1	-2	-3	6	-1.4	11	-1	0	-2
47	COc1cc(/C=C/C(=O)OCC(=O)Nc2ccc(S(=O)(=O)N3CCCC3)cc2)ccc1O	-6	0	-6	-2	-2	-1.7	-4	0	16	2
48	CCOc1ccc(NC(=O)CN(C)C(=O)Cc2ccsc2)cc1OCC	3	-3	-1	-2	-1	-0.4	7	3	-1	-2
49	Cc1ccc(-c2nc3ccccn3c2NC(=O)c2ccco2)cc1	1	0	-4	-2	0	0.0	6	-4	-3	0
50	CCN(c1cc(C)cc(C)c1)S(=O)(=O)c1nnc(NC(=O)C(C)C)s1	-4	2	4	-7	-5	1.4	-2	0	5	-5
51	O=C(Cc1cccs1)N1CCN(S(=O)(=O)c2cc(Cl)ccc2Cl)CC1	1	2	-1	-5	-2	-1.7	1	2	-3	0
52	COc1ccc(CN(CC(=O)NCc2ccc(F)cc2)C(=O)c2csnn2)cc1	2	6	0	3	2	0.1	-2	-3	-2	0
53	CNCc1ccccc1OCC(=O)Nc1ccccc1	-2	6	-4	-11	5	-1.3	-4	-3	3	-5
54	COc1cc(/C=C(/C#N)c2nc3ccccc3[nH]2)ccc1OCc1ccc(C(=O)O)o1	2	0	4	-6	9	-8.9	15	1	40*	-2
55	O=C(NC1=NCCS1)Nc1ccccc1	4	-1	-2	4	6	0.2	-2	-2	0	2
56	COc1cc(NC(=O)COC(=O)CCOc2ccc(C)cc2)cc(OC)c1	1	-5	1	-17	-2	-2.7	-1	0	-4	0
57	Cn1c(=O)c2c(ncn2CC(=O)N/N=C/C(Br)=C/c2ccccc2)n(C)c1=O	3	0	-3	1	6	-2.9	-1	-1	-6	2
58	Cc1cc2n(n1)C(c1sccc1C)Nc1c(C)cccc1-2 (stereo not drawn)	3	-4	1	-4	-13	-2.0	-3	4	-1	11
59	CN1CCc2c(sc3c2C(=O)NC(c2ccc4c(c2)OCO4)N3)C1 (stereo not drawn)	-6	2	-2	-5	3	-7.2	-1	-1	1	5
60	CC(c1ccc(F)cc1)n1c(Cn2ncc3ccccc3c2=O)n[nH]c1=S (stereo not drawn)	-1	-1	0	6	-1	1.0	-1	2	1	5

# Gathered by group, the compounds so far with a tert-butyl group.
no.	Compound	MBD2 DNA inh	LEDGF integ inh	UHRF1 MBD2 ctr	HTRA1 inh	TCR CD3 inh	PG9 binder	mABHD4 FP	PRMT1 inh	rCAG binder	NR1D1 modulator
9	CN(C)c1cccc(N(C)C)c1CNC(=O)C(C)(C)C	3	3	6	·	-7	-0.1	0	-3	-5	2
43	CNC(=O)Nc1cc(C(C)(C)C)no1	3	-5	2	-4	-1	0.0	6	3	-2	-7

# Next part.
no.	Compound	MBD2 DNA inh	LEDGF integ inh	UHRF1 MBD2 ctr	HTRA1 inh	TCR CD3 inh	PG9 binder	mABHD4 FP	PRMT1 inh	rCAG binder	NR1D1 modulator
61	O=C(Nc1ccccc1C(=O)NCc1ccco1)NC1CCCCC1	5	-1	2	0	0	0.7	3	1	1	-2
62	COc1ccc(OC)c(NC(=O)C2C3CCC(C3=C(C)C)C2C(=O)O)c1 (stereo not drawn)	-3	-1	2	6	6	-2.0	11	5	0	4
63	CC(=O)NCCC(=O)Nc1ccc(F)cc1C	0	-3	1	-1	1	-2.1	-1	2	-3	5
64	O=S(=O)(Nc1ncccn1)c1ccc(F)cc1	2	4	-1	1	5	0.0	-2	0	2	-7
65	Cn1ccnc1C(=O)c1cc(SCC(=O)N2CCOCC2)nc2ccccc12	1	-1	8	-2	-1	-0.9	-1	2	-5	-5
66	O=C(COC(=O)CCc1ccc(S(=O)(=O)N2CCOCC2)cc1)Nc1ccccc1[N+](=O)[O-]	4	0	-2	-2	0	0.3	-2	-5	0	-4
67	O=C(Nc1nc2c(s1)CCCC2)c1cccc(S(=O)(=O)N2CCCc3ccccc32)c1	-1	-2	2	-10	4	-0.7	-1	-1	10	5
68	CCOC(=O)N1CCN(C(=O)Nc2ccccc2)CC1	-5	2	1	0	-4	-0.6	-9	-2	1	0
69	COc1cccc(CN2CCNC(=O)C2CC(=O)N(C)C2CCCCC2)c1 (stereo not drawn)	-2	-2	-3	-6	-1	-0.5	1	3	-2	1
70	COc1cc(NC(=O)c2ccc(-c3cccc([N+](=O)[O-])c3)o2)ccc1NC(=O)C(C)C	1	1	-1	1	3	-2.2	-4	-3	0	7
71	COc1ccc(C(=O)OCCN2CCN(C3CN(Cc4cn(Cc5ccccc5F)nn4)S(=O)(=O)C3)CC2)cc1OC (stereo not drawn)	7	-1	16	·	·	·	3	-3	1	5
72	Cc1nn(CCCC(=O)NCCc2ccc(Cl)cc2)c(=O)c2nn(-c3ccccc3)c(C)c12	1	0	-1	0	4	-0.5	3	-3	-4	0
73	CSc1nsc(SCC(=O)N2CCN(c3ccccc3)CC2)n1	-4	-3	-3	-10	0	-0.5	-1	1	-5	0
74	CC1CN(C(=O)c2cccc(S(=O)(=O)NCc3ccccc3)c2)CC(C)O1 (stereo not drawn)	-1	1	-1	-7	4	-2.0	-6	-4	-2	2
